From PubChem BioAssay
ABCG2 block: inhibitors of human ABCG2 transporter, ABCB1 counter-screen; Q9UNQ0; IgMXP3 cells, JC-1 efflux, flow cytometry; inhibition, % at 6.6 µM; actives 0.1% (n = 190,000);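 active = inhibition above 80%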;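 note: 0% = DMSO and 100% = nicardipine control wells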
Target sequence (Q9UNQ0 whole entry, looked up): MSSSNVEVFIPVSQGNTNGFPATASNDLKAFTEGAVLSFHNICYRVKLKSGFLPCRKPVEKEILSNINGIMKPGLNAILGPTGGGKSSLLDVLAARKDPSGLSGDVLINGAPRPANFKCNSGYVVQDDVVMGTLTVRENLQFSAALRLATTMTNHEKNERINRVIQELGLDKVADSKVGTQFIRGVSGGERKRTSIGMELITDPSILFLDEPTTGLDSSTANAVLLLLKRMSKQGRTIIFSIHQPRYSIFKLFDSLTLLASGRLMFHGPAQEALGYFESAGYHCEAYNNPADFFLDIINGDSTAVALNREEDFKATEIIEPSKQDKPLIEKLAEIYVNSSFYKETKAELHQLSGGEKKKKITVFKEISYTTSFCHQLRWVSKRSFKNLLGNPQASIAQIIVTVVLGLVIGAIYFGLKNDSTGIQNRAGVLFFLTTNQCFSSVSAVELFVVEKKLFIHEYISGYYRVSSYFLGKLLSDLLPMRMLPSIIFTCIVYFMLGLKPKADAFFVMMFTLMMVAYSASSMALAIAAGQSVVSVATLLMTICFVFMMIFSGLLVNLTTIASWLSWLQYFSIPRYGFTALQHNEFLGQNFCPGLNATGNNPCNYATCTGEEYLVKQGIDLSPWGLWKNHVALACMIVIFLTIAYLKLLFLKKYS
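Times: 10 min at 25 °C | Test system: Two drug-resistant human cell lines, ABCG2 and ABCB1 | Quantity: 3 million cells/mL final, two lines in 1:1 ratio | Signal: Flow cytometry, 530 nm JC-1 signal | Dosing: Compound at 6.6 µM | Controls: Nicardipine and DMSO wells | Reagent: JC-1 as fluorescent efflux pump substrate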
RGS8-Gao: regulators of human RGS8-Galphao interaction | P09471 | actives 0.34% (n = 220,000) | response (percent of control binding), % at 10 µM | AID 1423 | multiplexed bead flow cytometry, RGS8-Galphao binding; actives lie on both sides; in the data active = response below about 60% or above about 140%; inactive = in between;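 note: Galphao activated as the GDP aluminium fluoride complex binding bead-coupled RGS8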
Target sequence (P09471 whole entry, looked up): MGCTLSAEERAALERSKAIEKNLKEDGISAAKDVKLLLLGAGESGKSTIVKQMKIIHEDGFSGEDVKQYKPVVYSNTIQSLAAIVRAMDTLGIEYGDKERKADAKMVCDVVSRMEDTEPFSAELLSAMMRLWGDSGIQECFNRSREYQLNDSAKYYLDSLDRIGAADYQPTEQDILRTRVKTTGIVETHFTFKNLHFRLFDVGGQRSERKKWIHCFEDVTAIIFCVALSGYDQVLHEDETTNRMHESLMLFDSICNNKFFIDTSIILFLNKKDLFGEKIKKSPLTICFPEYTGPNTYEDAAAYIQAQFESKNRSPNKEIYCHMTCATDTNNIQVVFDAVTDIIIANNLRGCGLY
Bim-Bcl-XL: disrupts Bim peptide binding to human Bcl-XL | AID 1007 | actives 0.04% (n = 190,000) | bead flow cytometry, fluorescence | inhibition, % at 10 µM | Q07817
Bim-Mcl-1: inhibitors of Bim-Mcl-1 interaction, human; Q07820; Bead-based flow cytometry, Bim peptide-Mcl-1 binding; inhibition, % at 10 µM; actives 0.1% (n = 190,000);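 note: 0% = no compound tracer wells and 100% = peptide blocker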
Bim-Bfl-1: inhibitors of Bim-Bfl-1 interaction, human; Q16548; Bead-based flow cytometry, Bim-Bfl-1 binding inhibition; inhibition, % at 10 µM; actives 0.12% (n = 190,000);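 note: 0% = wells without compound plus tracer and 100% = blocker peptide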
Bcl-W Bim block: human Bim-Bcl-W interaction inhibition | Q92843 | actives 0.02% (n = 190,000) | inhibition, % at 10 µM | bead-based flow cytometry, Bim peptide-Bcl-W binding | AID 952;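 note: 0% = bound tracer without compound and 100% = peptide blocker; higher means less fluorescent Bim peptide bound to Bcl-W beads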
Bim-Bcl-2: disrupts Bim peptide binding to human Bcl-2. P10415. Bead-based flow cytometry, Bim peptide-Bcl-2 binding. inhibition, % at 10 µM. actives 0.06% (n = 190,000); in the data active = inhibition above about 40%; inconclusive = no clear call, values can overlap the other calls;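 note: 0% = no compound wells with probe peptide and 100% = reference peptide inhibitor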
RGS7-Gao: modulates binding of RGS7 to human Galphao; Multiplexed bead flow cytometry; actives lie on both sides; AID 1439; binding response (% of control), % at 10 µM; P09471; actives 0.35% (n = 220,000); in the data active = binding response below about 49% or above about 150%; inconclusive = no clear call, values can overlap the other calls; inactive = in between;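 note: fluorescent Galphao held in activated GDP-AlF4 state binding bead-coupled RGS7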
RGS4-Gao reg: modulates binding of RGS4 to human Galphao. binding response (% of control), % at 10 µM. Multiplexed bead flow cytometry; actives lie on both sides. P09471. AID 1415. actives 0.33% (n = 220,000); in the data active = binding response below about 49% or above about 150%; inactive = in between;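 note: fluorescent Galphao activated with aluminum fluoride binding bead-coupled RGS4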
Bcl-B Bim block: human Bim-Bcl-B interaction inhibition. actives 0.073% (n = 190,000). inhibition, % at 10 µM. Q9HD36. bead-based flow cytometry, Bim peptide-Bcl-B binding;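 note: 0% = tracer peptide without compound and 100% = reference inhibitor peptide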
ABCB1 block: blocks JC-1 efflux by human ABCB1 transporter; AID 1326; actives 0.067% (n = 190,000); inhibition, % at 6.6 µM; CCRF-Adr cells, flow cytometry; P08183; in the data active = inhibition above about 40%;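 note: 0% = vehicle and 100% = reference inhibitor; higher value means more JC-1 retained so stronger ABCB1 efflux block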
Numbers without * were called inactive; ? = inconclusive; · = not tested or not shown; [ ] = dose if it differs, or a comment. Cut-off read from the data, not from the text of the source, unless noted: active = inhibition above about 40%. An excerpt (hit frequency here may not be typical).

SMILES	ABCG2 block	RGS8-Gao	Bim-Bcl-XL	Bim-Mcl-1	Bim-Bfl-1	Bcl-W Bim block	Bim-Bcl-2	RGS7-Gao	RGS4-Gao reg	Bcl-B Bim block	ABCB1 block
CC1SC2(CN3CCC2CC3)NC1=O (stereo not drawn)	-0.1	98.2	-3.0	2.0	-10.0	-1.0	-5.0	93.1	96.8	-3.0	-0.1
O=C1C2CCN(CC2)[C@@H]1Cc1ccc2ccccc2c1O	3.9	103.0	-8.0	-2.0	-13.0	0.0	-5.0	98.9	97.3	-10.0	0.7
COc1ccc2c(CN3CC=C(c4ccccc4)CC3)cc(=O)oc2c1	4.4	92.2	2.0	36.0	3.0	-1.0	0.0	92.9	95.9	10.0	0.1
Cc1ccc(/C=C2\C(=O)NC(=S)N(c3ccc(F)cc3)C2=O)s1	-5.3	88.0	0.0	0.0	0.0	0.0	5.0	73.5	90.8	-1.0	-0.7
CC1CN(O)C2CCc3c(no[n+]3[O-])C12O (stereo not drawn)	2.6	99.3	-7.0	-1.0	-16.0	0.0	-7.0	99.0	102.4	-10.0	1.4
c1ccc2c3c([nH]c2c1)CNCC3	0.0	99.1	-4.0	-2.0	-2.0	0.0	0.0	95.8	98.5	1.0	0.1
CCOc1ccc(-c2cc(C)[n+](CCO)c(-c3ccc(OCC)cc3)c2)cc1	-0.7	100.8	6.0	0.0	7.0	0.0	4.0	93.4	99.3	6.0	0.0
COC(=O)C(O)(c1ccc(NC(=S)NC(=O)c2ccc(Cl)cc2Cl)cc1)C(F)(F)F (stereo not drawn)	1.1	102.7	-9.0	-10.0	-14.0	-6.0	-16.0	100.7	102.2	-3.0	0.1
O=C1CCN(C(=O)CCCn2c(=O)oc3ccccc32)CC1	-0.2	101.8	-2.0	-3.0	-6.0	0.0	-3.0	?	103.6	-4.0	0.1
Cc1ccc(-n2nc(C)c(C3C(C#N)=C(N)Oc4c3c(=O)oc3ccccc43)c2Cl)cc1 (stereo not drawn)	-0.2	97.3	0.0	1.0	0.0	0.0	-3.0	100.2	99.7	1.0	0.2
CC(N)Cc1ccccc1Sc1ccc(O)cc1 (stereo not drawn)	1.7	101.7	-1.0	0.0	-2.0	-3.0	0.0	101.7	106.8	-2.0	0.7
Nc1ccc(S(=O)(=O)N2CCCCC2c2cccnc2)cc1 (stereo not drawn)	1.3	99.2	-11.0	-4.0	-2.0	-3.0	-6.0	100.5	102.3	-8.0	0.5
Cc1ccc(N2C(=O)NC(=O)/C(=C\C=C\c3ccco3)C2=O)cc1C	1.1	88.8	-6.0	-3.0	5.0	-1.0	0.0	88.3	95.1	-1.0	4.0
Cc1nn(Cc2ccccc2Cl)c(Cl)c1C(=O)O	2.2	98.1	0.0	-1.0	-4.0	-2.0	0.0	?	97.2	-2.0	0.9
O=C(c1cc(F)ccc1F)C1CCCN(CCCc2ccccc2)C1 (stereo not drawn)	0.8	100.2	0.0	0.0	-4.0	0.0	-2.0	98.3	102.5	0.0	1.0
Cc1cc(C)cc(NC2=NCCCS2)c1	-0.4	96.5	-2.0	0.0	-2.0	-1.0	-4.0	97.3	101.1	0.0	0.0
CCCN1CCC2(CC1)NC(CO)(CO)CO2	1.6	101.8	-9.0	-2.0	-16.0	1.0	-12.0	98.9	101.3	-5.0	0.1
CC(=C1C(=O)c2ccccc2C1=O)N1CCN(CCN=Cc2c(O)n(C)c(=O)n(C)c2=O)CC1	-14.8	97.3	-8.0	-2.0	-1.0	2.0	-2.0	92.3	102.5	-4.0	-1.8
CC(=O)Nc1ccc(OC(=O)N(C)C)cc1	-1.4	104.1	1.0	1.0	-4.0	-2.0	-1.0	100.5	103.7	-3.0	-0.2
Cn1c2ccccc2c2cnn(CC(=O)N3CCC4(CC3)OCCO4)c(=O)c21	1.1	101.0	-6.0	-2.0	-10.0	2.0	-5.0	100.1	98.9	-8.0	0.5

Record cards (already shown).
Record of CC1CN(O)C2CCc3c(no[n+]3[O-])C12O (stereo not drawn) : ABCG2 block = 2.6; RGS8-Gao = 99.3; Bim-Bcl-XL = -7.0; Bim-Mcl-1 = -1.0; Bim-Bfl-1 = -16.0; Bcl-W Bim block = 0.0; Bim-Bcl-2 = -7.0; RGS7-Gao = 99.0; RGS4-Gao reg = 102.4; Bcl-B Bim block = -10.0; ABCB1 block = 1.4
Record of CCOc1ccc(-c2cc(C)[n+](CCO)c(-c3ccc(OCC)cc3)c2)cc1 : ABCG2 block = -0.7; RGS8-Gao = 100.8; Bim-Bcl-XL = 6.0; Bim-Mcl-1 = 0.0; Bim-Bfl-1 = 7.0; Bcl-W Bim block = 0.0; Bim-Bcl-2 = 4.0; RGS7-Gao = 93.4; RGS4-Gao reg = 99.3; Bcl-B Bim block = 6.0; ABCB1 block = 0.0

Additional records follow:
SMILES	ABCG2 block	RGS8-Gao	Bim-Bcl-XL	Bim-Mcl-1	Bim-Bfl-1	Bcl-W Bim block	Bim-Bcl-2	RGS7-Gao	RGS4-Gao reg	Bcl-B Bim block	ABCB1 block
O=C1CC(c2ccccc2)CC(O)=C1C=NCCN1CCN(C(=O)Cc2ccccc2)CC1 (stereo not drawn)	6.6	102.0	-6.0	-67.0	-10.0	2.0	-10.0	103.1	101.2	-25.0	-0.3
COc1ccc2cc(C(=O)C3CCCN(C4CCOCC4)C3)ccc2c1 (stereo not drawn)	1.4	102.7	-4.0	-4.0	-5.0	-9.0	-8.0	103.3	101.3	-6.0	1.5
Cc1cc(/C=C2\C(=O)NC(=O)N(Cc3ccccc3)C2=O)c(C)n1C1CC1	2.5	100.8	-2.0	4.0	-5.0	1.0	0.0	98.8	101.8	0.0	1.1
NCCCP(=O)(O)CCc1ccccc1	3.8	101.1	-4.0	-3.0	-15.0	-3.0	-10.0	102.0	102.0	-9.0	0.4
COc1cccc(O)c1CN1CCCC(C(=O)c2ccccc2SC)C1 (stereo not drawn)	2.5	103.0	-1.0	0.0	-9.0	0.0	-2.0	100.0	98.6	0.0	1.0
Cn1cc(CCC(=O)N2CCC3(CC2)OCCO3)c2ccccc21	11.2	102.5	-10.0	-6.0	-22.0	-5.0	-11.0	98.5	99.4	-10.0	0.6
CCOC(=O)c1nc2ccccc2c(=O)n1-c1cccc(C)c1	23.0	105.5	1.0	3.0	1.0	1.0	-1.0	108.9	100.5	1.0	1.8
COc1ccc(CCNCc2ccncc2)cc1OC	1.6	96.2	-3.0	2.0	-5.0	1.0	-3.0	92.8	92.7	-4.0	0.3
OCc1cnc[nH]1	1.4	102.7	-4.0	-2.0	0.0	-1.0	0.0	103.3	102.3	-6.0	0.5
C/C(=N\N1CCN(C)CC1)c1c(O)n(Cc2ccccc2)c(=O)[nH]c1=O	23.7	99.1	-11.0	-5.0	-19.0	-9.0	-7.0	105.0	102.3	-16.0	-0.4
Oc1ccc(Br)cc1CN1CCN(c2ccccc2)CC1	-0.5	98.8	1.0	-1.0	0.0	-1.0	5.0	97.3	96.2	4.0	0.0
CCOC(=O)c1c(-c2ccccc2)oc2ccc(OC(=O)N(C)C)cc12	·	111.2	-2.0	0.0	-3.0	-1.0	-1.0	112.3	116.1	-6.0	·
Cc1nc(CCl)cc(=O)[nH]1	4.9	101.7	0.0	-3.0	7.0	-1.0	3.0	100.2	100.4	4.0	0.6
CCN(CC)C(=O)c1ccc(NC(=O)CCCSc2ccccc2)cc1	4.4	99.9	-1.0	1.0	-3.0	-1.0	0.0	95.3	101.9	0.0	0.8
Cc1c(C(c2ccc(F)cc2)c2c(O)c3ccccc3oc2=O)c(=O)n(-c2ccccc2)n1C (stereo not drawn)	0.7	45.6*	0.0	0.0	2.0	1.0	1.0	37.7*	67.2	5.0	-1.0
CNC(=S)N1CC2CC(C1)c1cccc(=O)n1C2 (stereo not drawn)	4.1	99.2	-3.0	-2.0	-4.0	0.0	-4.0	?	93.4	-6.0	1.4
Cc1nnc2ccc(N3CCN(C)CC3)nn12	3.0	144.5*[activator]	-8.0	-1.0	-3.0	-3.0	-2.0	111.3	120.9	-5.0	0.5
Cc1cc(C)nc(NS(=O)(=O)c2ccc(N=Cc3c(O)n(C)c(=O)n(C)c3=O)cc2)n1	4.3	98.3	-2.0	-1.0	-3.0	0.0	-4.0	102.8	100.2	-5.0	0.5
CCN(CC)c1ccc(/C=N/c2sc3c(c2C#N)C2CCN3CC2)c(O)c1	3.6	102.5	-7.0	-11.0	6.0	0.0	-11.0	103.5	102.2	-32.0	1.8
O=c1[nH]c(=S)[nH]c(O)c1N=Nc1ccc(OC(F)F)cc1	4.6	100.8	-13.0	-5.0	4.0	-6.0	-2.0	?	102.0	-5.0	-0.7
CC(C)CC1C(C#N)=C(N)Oc2c1c(=O)oc1ccccc21 (stereo not drawn)	4.6	99.9	-4.0	0.0	-5.0	0.0	-11.0	96.0	99.7	-2.0	0.6
CCC(=NCc1ccc2c(c1)OCO2)c1c(O)n(C)c(=O)n(C)c1=O	1.5	101.8	4.0	0.0	-11.0	3.0	-1.0	103.4	98.8	0.0	0.1
CCCCn1c(O)c(C=NC2CC3CCC2(C)C3(C)C)c(=O)[nH]c1=O (stereo not drawn)	3.6	101.0	-2.0	-3.0	-1.0	0.0	0.0	100.0	101.0	2.0	1.4
Cc1cc(C)c(NC2=NCCCS2)c(C)c1	1.2	103.4	-4.0	-4.0	-3.0	-6.0	1.0	101.0	100.5	-7.0	0.3
CCN1CCN(C(=O)COc2ccc3c(c2)C(=O)CC2(CCN(C(C)=O)CC2)O3)CC1	23.7	99.2	-12.0	-3.0	-17.0	-2.0	-9.0	94.4	97.6	-9.0	-0.5
Cc1cc([P+](=O)O)c(C)n1-c1ccc(Br)cc1	1.0	99.5	0.0	-2.0	0.0	-2.0	0.0	91.6	96.4	-4.0	0.2
O=C1NC(=O)N(c2ccc3c(c2)OCO3)C(=O)/C1=C/c1ccsc1	-3.5	88.3	-1.0	0.0	-9.0	0.0	0.0	?	93.3	-2.0	-0.5
COC(=O)c1ccc(-n2c(C)nc3ccccc3c2=O)cc1	4.5	100.5	-5.0	0.0	-11.0	2.0	-9.0	100.4	104.1	-5.0	0.5
COC(=O)C(O)(c1ccc(N(C)S(=O)(=O)c2ccccc2)cc1)C(F)(F)F (stereo not drawn)	-1.0	102.9	-8.0	-4.0	-17.0	1.0	-14.0	95.5	101.0	-9.0	0.1
NC(=O)CN1C2CCC1CC(NC(=O)C1CC1)C2 (stereo not drawn)	5.0	104.6	-3.0	-1.0	-9.0	0.0	-5.0	101.2	98.0	-8.0	0.9
CN1CCN(c2c(C#N)c(C(F)(F)F)nn2C)CC1	-1.0	99.8	-3.0	-1.0	-10.0	3.0	-4.0	?	101.9	-5.0	0.3
Clc1ccc(Cn2ccnc2)cn1	-0.5	103.5	0.0	0.0	-3.0	0.0	-2.0	107.8	105.1	-1.0	-0.9
O=C1CC(c2cccnc2)=NN1c1ccc(Cl)cc1Cl	-2.8	100.7	-4.0	0.0	-4.0	-1.0	-3.0	105.9	104.6	-5.0	-1.4
COCCCn1c(N)c(C(=O)NCCC(C)C)c2nc3ccccc3nc21	16.0	100.4	2.0	0.0	2.0	-3.0	-2.0	103.9	100.7	-11.0	2.0
COc1ccc(NC(=O)N2CCC3(CC2)OCCO3)cc1	8.6	96.5	2.0	0.0	-3.0	1.0	0.0	94.0	97.4	-3.0	0.1
